Screening results from PubChem.
TNAP inh hi DEA: blocks human TNAP under high phosphate acceptor concentration; P05186; purified TNAP, CDP-star luminescence, 1 M DEA; inhibition, % at 20 µM; 0.03% of 200,000 active;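 active means over 50% inhibition of tissue-nonspecific alkaline phosphatase at 20 µM in the single-dose screen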;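 further: plate controls were DMSO wells for no effect and EDTA-quenched wells as full inhibition for full effect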
TNAP act hi DEA: increases human TNAP activity under high phosphate acceptor concentration; AID 1136; 200,000 tested, under 10 active; purified TNAP, CDP-star luminescence, 1 M DEA, 30 min; active compounds read high; 0 = EDTA background, 1 = DMSO-only activity; activation factor at 20 µM; P05186;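 active means activation factor at least 2 at 20 µM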
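system = human TNAP | amount = enzyme diluted 1/800 final | reagent = 100 µM CDP-star substrate | signal = luminescent substrate turnover signal | dosing = one dose, 20 µM | benchmarks = EDTA negative control, DMSO positive control | measure = activation factor | timing = 30 min reaction, room temperature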
bIAP activator: intestinal alkaline phosphatase (bovine) activation; purified bovine IAP, CDP-star luminescence, 30 min; active compounds read high; fold of DMSO-control signal, blank-subtracted; activation factor at 20 µM; 0.17% of 200,000 active;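 active means activation factor of 2 or more at 20 µM, a signal rise over negative controls twice the positive control's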
TNAP inh no acc: TNAP (human) inhibition, acceptor-free conditions. P05186. purified TNAP, CDP-star luminescence, 30 min. inhibition, % at 20 µM. 0.26% of 200,000 active;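 active means tissue-nonspecific alkaline phosphatase inhibition above about 50% at 20 µM in the single-dose screen, limit read from the data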;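 further: 0% = DMSO negative control and 100% = EDTA positive control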
APP transl inh: APP translation inhibition. 0.82% of 190,000 active. inhibition, % at 2 µM. SH-SY5Y APP 5'UTR-luciferase reporter, luminescence;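 active means inhibition above a set limit, derived from the sample mean plus 3 SD, cut at about 45% in these data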; further: values of inactives mirror those of a sister screen read the other way
bIAP inh: intestinal alkaline phosphatase (bovine) inhibition; inhibition, % at 20 µM; AID 1019; purified bovine IAP, CDP-star luminescence, 30 min; 190,000 tested, under 10 active;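 active means over 50% inhibition of intestinal alkaline phosphatase at 20 µM in the single-dose screen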
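Incubation: 30 min reaction at room temperature / Material: purified bovine intestinal alkaline phosphatase (IAP) enzyme / Input: enzyme at 1/65,000,000 dilution / Dosing: 20 µM single dose / Signal: CDP-star luminescence signal / Reagent: CDP-star chemiluminescent phosphatase substrate, 30 µM final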
FLuc act counter: firefly luciferase counter-screen for stimulation assays | P08659 | ATPlite luciferase biochemical, luminescence, 10 min; 0 = ATP-free wells, 1 = DMSO control | activation factor at 10 µM | 200,000 tested, under 10 active | AID 1027;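 active means luciferase activation factor, scaled between plate controls, of at least 2 with compound at 10 µM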
Target sequence (P08659 whole entry, looked up): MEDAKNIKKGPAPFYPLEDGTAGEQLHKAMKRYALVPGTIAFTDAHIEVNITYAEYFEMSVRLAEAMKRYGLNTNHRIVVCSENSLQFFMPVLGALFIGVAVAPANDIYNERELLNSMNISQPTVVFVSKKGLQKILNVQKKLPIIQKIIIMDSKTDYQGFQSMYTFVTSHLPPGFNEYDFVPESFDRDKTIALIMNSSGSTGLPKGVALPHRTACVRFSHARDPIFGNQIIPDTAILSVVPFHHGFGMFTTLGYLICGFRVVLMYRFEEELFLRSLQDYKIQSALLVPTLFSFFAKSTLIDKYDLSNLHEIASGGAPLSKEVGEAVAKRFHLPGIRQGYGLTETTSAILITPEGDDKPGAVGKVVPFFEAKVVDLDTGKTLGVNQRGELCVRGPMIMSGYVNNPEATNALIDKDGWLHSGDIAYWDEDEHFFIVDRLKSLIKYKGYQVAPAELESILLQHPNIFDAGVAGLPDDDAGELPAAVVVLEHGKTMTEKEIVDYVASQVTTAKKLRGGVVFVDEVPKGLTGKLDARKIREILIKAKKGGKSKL
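System: cell-free luciferase reagent; medium: PBS as buffer for the ATP substrate; doses: test compounds dosed from 2 mM stocks in 100% DMSO; incubation: 10 min, room temperature; measured by: luminescence from luciferase reaction; read-out: luciferase activation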
L major viab: reduces viability of Leishmania major promastigotes. AID 1063. inhibition, % at 10 µM. 9% of 200,000 active. resazurin fluorescence viability; in the data active means inhibition above about 50%;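 further: promastigotes grown with compound for 44 hours at 28 °C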
RAM inhibit: inhibitors of the yeast RAM network; S. cerevisiae dse1pr::URA3 reporter, 5-FOA growth OD615, 2 d; analog-sensitive cbk1-as2 kinase mutant strain; inhibition, % at 50 µM; 1.8% of 190,000 active;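 active means inhibition above a set limit, 3 SD over mean compound inhibition, cut at about 8.4% in these data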;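 further: 0% = DMSO-only wells with no growth and 100% = 10 µM 1-NA-PP1 full growth; inhibition rescues growth on 5-FOA so higher OD means more RAM inhibition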
FLuc inh counter: inhibits firefly luciferase, flagging false hits in luciferase inhibition screens; inhibition, % at 10 µM; ATPLite firefly luciferase biochemical luminescence, 10 min; AID 1006; P08659; 1.5% of 200,000 active;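 active means inhibition above about 50% when tested at 10 µM, limit read from the data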
An asterisk follows results filed as active; · = not tested or not shown.

Start of the data: the first 3 records, to show the layout:
Below each SMILES – TNAP inh hi DEA, RAM inhibit, bIAP inh, TNAP inh no acc, APP transl inh, bIAP activator, FLuc act counter, TNAP act hi DEA, FLuc inh counter, L major viab
> CC(C)(C)NC(=O)COC(=O)c1cc(S(=O)(=O)N2CCCCC2)ccc1N1CCOCC1
→ -8.1, -0.9, 3.8, -13.0, 10.6, 1, 1.1, 1.1, -6.0, 0.6
> CCSc1nc(N)c2c3c(sc2n1)CCC3
→ -5.4, 1.7, 13.4, -6.8, -56.2, 0.9, 0.9, 1.1, 11.6, -0.5
> CCOC(=O)C1=C(C)NC2(O)c3ccccc3C(=O)C12O (stereo not given)
→ -3.2, 0.1, -0.7, -2.6, -9.6, 1, 1.1, 1, -5.3, -7.3

The listing, from the start:
Below each SMILES – TNAP inh hi DEA, RAM inhibit, bIAP inh, TNAP inh no acc, APP transl inh, bIAP activator, FLuc act counter, TNAP act hi DEA, FLuc inh counter, L major viab
> CC(C)(C)NC(=O)COC(=O)c1cc(S(=O)(=O)N2CCCCC2)ccc1N1CCOCC1
→ -8.1, -0.9, 3.8, -13.0, 10.6, 1, 1.1, 1.1, -6.0, 0.6
> CCSc1nc(N)c2c3c(sc2n1)CCC3
→ -5.4, 1.7, 13.4, -6.8, -56.2, 0.9, 0.9, 1.1, 11.6, -0.5
> CCOC(=O)C1=C(C)NC2(O)c3ccccc3C(=O)C12O (stereo not given)
→ -3.2, 0.1, -0.7, -2.6, -9.6, 1, 1.1, 1, -5.3, -7.3
> CCOC(=O)C1CCCN(c2ncnc3c2cnn3-c2ccc(Cl)cc2)C1 (stereo not given)
→ 7.9, 1.9, -1.9, 3.5, 14.7, 1, 0.9, 0.9, 7.1, 3.7
> Cc1cc2cc(CNS(=O)(=O)N(C)C)ccc2[nH]1
→ 7.3, 3.2, 1.3, 6.0, 5.7, 1, 1, 0.9, -2.8, -4.6
> COC(=O)C1=CN(Cc2ccc(OC)c(OC)c2)C=C(C(=O)OC)C1c1cccs1
→ 0.4, 2.8, -6.6, -7.4, -7.8, 1.1, 1, 1, -0.6, 100.1*
> N#CCC(=O)Nc1ncc(Cc2ccccc2Cl)s1
→ 0.3, 3.2, -24.1, -11.8, -7.5, 1.2, 1, 1, -4.9, -4.3
> CC(=O)NC(=O)COC(=O)c1ccc2ncsc2c1
→ -4.2, 1.0, 12.1, -13.8, -8.8, 0.9, 1, 1, -2.9, -5.1
> CN(C)S(=O)(=O)N1CCN(S(=O)(=O)c2ccc(F)cc2)CC1
→ -6.4, 2.4, 4.4, 0.1, 2.0, 1, 1.1, 1.1, -7.6, -2.6
> CCc1cc2c(NCCC(=O)O)ncnc2s1
→ 9.5, 3.7, -0.7, 6.1, 3.7, 1, 1, 0.9, 1.4, -5.5
> O=c1[nH]c(=O)n(Cc2ccco2)c2c1C(C(F)(F)F)(C(F)(F)F)N=C(CCC1CCCCC1)N2
→ -2.3, 5.4, 3.1, -5.3, -7.1, 1, 1, 1, -4.1, 3.4
> Cc1nc(N2CCN(C(=O)c3ccco3)CC2)c2c3c(sc2n1)CCCC3
→ -1.9, -1.2, 10.9, -6.4, -12.5, 0.9, 1.1, 1, -5.3, 37.2
> COc1cc(Nc2cc(C)nc3ncnn23)cc(OC)c1
→ -0.9, -0.2, -8.1, -7.8, 4.4, 1.1, 1, 1, -4.3, 3.6
> COc1cccc(CNC(=O)c2cccc(Br)c2)c1
→ -1.8, -0.5, -13.2, 0.5, -4.7, 1.1, 1, 1, -1.5, 54.0*
> O=C(CCc1ccccc1)NNC(=O)c1ccccc1Br
→ -1.4, 1.6, 18.7, -10.3, 4.2, 0.8, 1.1, 1, -5.3, -4.1
> COc1ccc(/C=N/NC(=O)CN(C)S(=O)(=O)c2ccc(NC(C)=O)cc2)cc1
→ -3.2, 1.5, -6.6, -10.0, -15.4, 1.1, 0.9, 1, 13.7, -6.0
> O=C(/C=C/c1cccc([N+](=O)[O-])c1)NCc1ccco1
→ 2.7, 0.5, 7.9, -2.1, -21.0, 0.9, 1, 1, -2.5, -0.8
> CC(C)(C)n1ncc2c(=O)n(CC(=O)N3CCCC3)cnc21
→ -1.5, 1.4, 3.1, -8.7, 3.7, 1, 1, 1, -3.7, 2.2
> CC1CC(C)CN(CCOc2ccc(Cl)cc2Cl)C1 (stereo not given)
→ -4.1, -1.1, 2.1, -10.9, -10.0, 1, 1, 1, 0.1, 96.9*
> CSC1=NCCN1C(=O)c1ccco1
→ -1.6, 0.9, 5.2, -5.2, 1.1, 0.9, 1, 1, -3.7, -3.4
> C#CCOc1ccc(Cl)cc1/C=N/O
→ -6.2, 0.4, 14.6, 13.4, -6.6, 0.9, 1.1, 1.1, -7.6, -1.2
> CCOc1ncccc1C(=O)OCC(=O)Nc1cc(C(=O)OC)ccc1C(=O)OC
→ -5.1, ·, -2.3, -10.9, ·, 1, 1, 1.1, -4.4, ·
> O=C(NN1C(=O)c2ccc(-c3ccc4c(c3)C(=O)N(NC(=O)c3cccnc3)C4=O)cc2C1=O)c1cccnc1
→ -1.1, 5.3, -27.1, 10.4, -42.2, 1.3, 1, 1, -2.9, -5.2
> O=C(OCc1ccc(Cl)cc1)c1cccnc1Cl
→ -1.9, 1.4, -3.3, -1.7, 10.1, 1, 1.1, 1, -5.3, 0.3
> CCC(C)NCCOc1ccc(Br)cc1 (stereo not given)
→ -0.8, -0.5, 9.7, -4.2, 5.2, 0.9, 1, 1, -1.1, 82.3*
> CCCC1=C([O-])C2N=CC=CC2=[N+](c2ccccn2)C1=O (stereo not given)
→ 0.0, 1.2, ·, -3.9, 2.7, 0.3, 1.1, 1, -5.6, 3.5
> Cc1ccc(NC(=O)c2cccc(NC(=O)CCC(=O)O)c2)cc1C
→ -3.2, 3.1, -11.6, -7.8, 2.1, 1.1, 0.7, 1, 33.1, 3.4
> CS(=O)(=O)Nc1ccc2c(c1)C(=O)OC2
→ -0.4, 0.3, 2.4, -8.8, -16.5, 1, 0.9, 1, 5.1, -0.2
> N/C(=N\OC(=O)Cc1ccc(-c2ccccc2)cc1)c1ccccn1
→ -2.2, 1.8, 10.4, -10.0, -7.1, 0.9, 1.1, 1, -5.2, -2.9
> Cc1cccc(-c2cc3nc(C)cc(N4CC(C)CC(C)C4)n3n2)c1 (stereo not given)
→ -4.8, 0.6, 6.7, 0.8, -10.7, 0.9, 1, 1, -2.9, -1.8
> CC(=O)N1CCc2cc(Br)cc(S(=O)(=O)NCCN3CCCCC3C)c21 (stereo not given)
→ 0.0, 1.4, 0.7, -9.2, 4.8, 1, 1, 1, -3.3, 99.2*
> COc1cc(CC(=O)OCC(=O)NCC(C)C)cc(OC)c1OC
→ -2.9, -0.1, 2.8, -7.5, 19.6, 1, 1, 1, -3.1, -8.8
> CCOC(=O)N1CCN(S(=O)(=O)c2cccc3ccc(C)nc23)CC1
→ -4.1, 0.1, 1.0, -11.0, -6.7, 1, 1.1, 1, -5.7, -7.4
> Cc1cc(Cl)ccc1NC(=O)COC(=O)c1nc2nccc(C)n2n1
→ -1.4, 0.4, 3.8, -8.9, 4.9, 1, 1.1, 1, -5.9, 2.3
> Cc1ccc(C(=O)Nc2ccccc2SCC2CSc3nc4ccccc4c(=O)n32)cc1 (stereo not given)
→ -4.1, 0.4, 4.3, -6.2, 3.0, 1, 1.1, 1, -7.1, 50.4*
> CN(C)Cc1cc(CN(C)C)c(O)c(CCc2ccccc2)n1
→ -0.2, 1.5, -2.5, -3.7, 4.0, 1, 1, 1, -2.1, -4.5
> Cc1ccccc1NC(=O)C1C2C=CC(C3CC23)C1C(=O)O (stereo not given)
→ -5.9, 0.5, -6.7, -12.2, 2.2, 1.1, 1, 1.1, 1.8, -1.2
> Cn1c(=O)c2c(nc(CO)n2C)n(C)c1=O
→ 0.2, 1.6, -3.4, 0.3, 17.5, 1, 1, 1, -0.1, -6.2
> O=C(CCNc1ccc(Cl)cc1)c1cccs1
→ -3.7, 1.7, 16.0, -7.2, -3.8, 0.8, 1, 1, 1.2, 32.1
> Cc1ncc([N+](=O)[O-])n1CC(=O)Nc1ccc2c(c1)OCO2
→ -5.4, 0.5, 1.9, -14.2, -7.7, 1, 1.1, 1.1, -5.2, 0.9
> COC(=O)COc1ccc(C)cc1-n1nc2ccccc2n1
→ -0.3, -0.6, 4.4, -3.7, 0.8, 1, 1.1, 1, -6.3, -6.2
> CSCCC(NC(=O)c1occc1C)C(=O)O (stereo not given)
→ -4.0, 2.2, 6.2, -16.0, -9.3, 0.9, 1.1, 1, -7.2, 45.7
> COc1ccc(CCN(CC(=O)NC2CCCC2)C(=O)CCC(=O)Nc2cc(C)on2)cc1OC
→ -4.5, 0.9, -1.5, -9.0, 14.2, 1, 1, 1, -1.2, -7.3
> O=C(CSc1ncnc2c1oc1ccccc12)Nc1cccc(C(F)(F)F)c1
→ -3.3, 4.5, 1.2, -20.8, -8.1, 1, 1, 1, -2.0, 11.7
> Cc1nn2c(Nc3ccc(F)cc3)c3c(nc2c1-c1ccccc1)CCC3
→ -1.2, 5.0, 11.3, -13.9, 3.2, 0.9, 1, 1, -3.8, -4.4
> CC(=O)Nc1ccc(C(=O)CSc2cc(C)c3cccc(C)c3n2)cc1
→ -2.3, 5.2, 10.8, -2.7, -8.3, 0.9, 1.1, 1, -11.0, 50.7*
> Cc1noc(C)c1C(=O)NCc1ccccc1
→ -5.7, 2.8, 12.3, -22.3, -3.5, 0.9, 1, 1.1, -4.5, -0.7
> CC(C)(CNC(=S)NCCc1ccccc1)CNC(=S)NCCc1ccccc1
→ -9.2, 15.3*, 7.3, -99.9, 2.8, 0.9, 1.1, 1.1, -5.0, 95.4*
> Cc1ccc(OCC(=O)NNC(=S)NC(=O)C(C)(C)C)c(Br)c1
→ -1.1, 3.2, -21.3, -120.4, 13.4, 1.2, 1, 1, 1.4, -6.3
> CN(C)CCCOC(=O)COc1ccc(C(C)(C)C)cc1
→ 2.5, -0.2, 1.9, -7.8, 1.9, 1, 1, 1, 0.5, 0.4
> CCN(CC)C(=O)Cn1nc(-c2ccccc2O)nc1SCC(=O)Nc1ccc(OC)cc1
→ -4.8, 0.5, -5.1, -3.0, -10.4, 1.1, 1, 1, -2.1, -3.1
